Assay outcomes (PubChem)
RXFP1 agonist = qHTS Assay for Agonists of the Relaxin Receptor RXFP1; Relaxin receptor 1 (Homo sapiens), Q9HBX9; HEK293T-RXFP1 cAMP TR-FRET, 30 min; response scale: percent of porcine relaxin response, buffer zero; Potency, µM (series often up to 57.5 µM), for the others: at the top dose activation, most hits filed as activators; 0.3% of 370,000 active; note: potency is the fitted concentration of half-maximal effect; % is set by controls: 0 for no effect and ±100 for the full control effect; nearly all actives have a fitted effect of over 60% in size; many of its hits are not listed in these tables
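Agonist response is measured as cAMP accumulation in an RXFP1-transfected HEK293T line under PDE4 inhibition. Values are scaled between buffer-only and 29 nM porcine relaxin, and EC50s come from standard Hill equation fits.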
D1 ag = Allosteric Agonists of the Human D1 Dopamine Receptor: qHTS | HEK293 T-REx D1 cells, calcium flux, agonist mode | activation, % at 2 µM | D(1A) dopamine receptor (Homo sapiens), P21728 | 1% of 360,000 active; in the data active = activation above about 30%; note: 0% is about no effect
Target sequence (P21728 whole entry, looked up): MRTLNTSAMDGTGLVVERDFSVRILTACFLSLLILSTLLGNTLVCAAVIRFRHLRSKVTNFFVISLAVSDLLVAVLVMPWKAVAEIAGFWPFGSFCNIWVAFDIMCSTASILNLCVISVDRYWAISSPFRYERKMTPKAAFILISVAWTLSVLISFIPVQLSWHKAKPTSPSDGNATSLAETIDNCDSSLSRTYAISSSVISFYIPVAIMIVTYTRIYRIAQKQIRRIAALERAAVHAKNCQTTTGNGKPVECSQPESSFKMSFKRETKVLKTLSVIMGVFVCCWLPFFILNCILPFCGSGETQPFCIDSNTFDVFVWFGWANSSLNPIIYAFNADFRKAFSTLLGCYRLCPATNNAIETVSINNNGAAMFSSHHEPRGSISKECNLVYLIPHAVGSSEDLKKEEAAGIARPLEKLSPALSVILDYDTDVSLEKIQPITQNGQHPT
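Tetracycline-induced HEK293 TREx D1 cells, force-coupled to calcium signalling, were dye-loaded with a no-wash calcium kit. Compound was pin-added after a 10 s baseline. Fluorescence was read kinetically at 1 cycle/s for 180 s, with calcium rises flagged as agonism.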
D1 antag = Antagonist of Human D 1 Dopamine Receptor: qHTS; D(1A) dopamine receptor (Homo sapiens), P21728; HEK293 TREx D1 cells, calcium flux, dopamine EC80; hits give low values; activity change, negative = inhibition, % at 10 µM; 3.2% of 360,000 active; AID 504652, 2011; in the data active = activity change below about -30%; note: % is set by controls: 0 for no effect and ±100 for the full control effect
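Kinetic fluorescence of a calcium dye serves as the read-out. D1-expressing Hek293 Trex cells, induced overnight at 30 C, are exposed to compound for 180 s before an EC80 dopamine addition, then read 180 s further.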
Vif-A3F inh = qHTS for Inhibitors of Vif-A3F Interactions: qHTS | HeLa A3F-eYFP + Vif (tagged APOBEC3F with the HIV-1 protein that degrades it), YFP fluorescence increase | Potency, µM (doses to about 46.1 µM), for the others: at the highest dose activity, negative = active | 0.2% of 390,000 active | AID 602313, 2012; note: potency is the fitted concentration of half-maximal effect; % of control where 0% means no effect; nearly all actives have a fitted effect of over 65% in size
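HeLa cells stably expressing Vif plus C-terminally eYFP-tagged A3F were seeded, incubated overnight at 37 deg C, dosed with compound, incubated overnight again at 37 deg C. Yellow fluorescence (Ex 488/Em 500-530) reported blocked Vif-mediated A3F-eYFP degradation.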
RXFP1 antagonist = qHTS Assay for Antagonists of the Relaxin Receptor RXFP1 | HEK293-RXFP1, relaxin-stimulated cAMP HTRF, 30 min; hits give low values | activity change, negative = inhibition, % at 57.5 µM | 0.59% of 350,000 active | AID 1259400, 2018;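 active = activity change of -60% or lower, but not beyond a set lower limit; inconclusive = change between -60% and -40%, or beyond the set limit; inactive = change above -40%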; note: % is set by controls: 0 for no effect and ±100 for the full control effect
Vif-APOBEC3G blk = qHTS for Inhibitors of Vif-A3G Interactions: qHTS. DNA dC->dU-editing enzyme APOBEC-3G (Homo sapiens), Q9HC16. HeLa A3G-eYFP + Vif (tagged APOBEC3G with the HIV-1 protein that degrades it), YFP fluorescence, overnight. Potency, µM (top dose mostly 46.1 µM), inactives show at the top dose activity, negative = active, usual class: inhibitors. 0.076% of 410,000 active;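 note: potency is the fitted concentration of half-maximal effect; % is set by controls: 0 for no effect and ±100 for the full control effect; nearly all actives have a fitted effect of over 60% in size; hits raise eYFP signal because A3G escapes Vif-driven loss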
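Read-out is eYFP fluorescence (Ex 488/Em 500-530) from Vif-expressing HeLa A3G-eYFP cells; more signal means A3G escaped Vif-mediated degradation. Cells plated overnight, compound pinned in, incubated overnight at 37 deg C.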
D1 PAM = Potentiators of Human D1 Dopamine Receptor: qHTS; D(1A) dopamine receptor (Homo sapiens), P21728; HEK293 TREx D1 cells, calcium flux, dopamine EC20 potentiation; potentiation, % at 10 µM; 0.036% of 360,000 active; AID 504651, 2011; in the data active = potentiation above about 30%; note: 0% is about no effect
D2 PAM = HTS Assay for Positive Allosteric Modulators of the Human D2 Dopamine Receptor: Primary Screen for Potentiators | D(2) dopamine receptor (Homo sapiens), P14416 | HEK293 T-REx D2, calcium flux, EC20 dopamine potentiation | potentiation, % at 10 µM | 0.34% of 340,000 active;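 active = potentiation over 3 SD above the plate norm, cut at about 30% in these data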; note: 0% is about no effect
Target sequence (P14416 whole entry, looked up): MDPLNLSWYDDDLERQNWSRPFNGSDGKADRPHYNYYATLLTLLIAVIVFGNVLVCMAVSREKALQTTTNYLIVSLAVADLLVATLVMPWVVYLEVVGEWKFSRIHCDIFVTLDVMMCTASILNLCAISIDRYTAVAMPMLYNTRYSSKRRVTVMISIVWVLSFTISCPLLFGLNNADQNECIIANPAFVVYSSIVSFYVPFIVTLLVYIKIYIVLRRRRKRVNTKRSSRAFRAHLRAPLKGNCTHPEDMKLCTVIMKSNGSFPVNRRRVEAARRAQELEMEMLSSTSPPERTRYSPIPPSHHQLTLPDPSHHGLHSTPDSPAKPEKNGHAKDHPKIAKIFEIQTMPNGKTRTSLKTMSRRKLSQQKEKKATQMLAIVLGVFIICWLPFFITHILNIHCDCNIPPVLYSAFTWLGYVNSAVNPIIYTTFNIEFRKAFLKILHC
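Tetracycline-induced HEK293 T-REx cells force-coupled to calcium signalling expressed D2; compounds were pin-added after a 10 s baseline, read kinetically 180 s, then an EC20 dopamine challenge followed with a further 180 s calcium read.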
GRP78 ERSR act = qHTS for Inducers of the Endoplasmic Reticulum Stress Response (ERSR) in Human Glioma: qHTS | U87-MG GRP78 promoter luciferase reporter, 16 h | Potency, µM, for the others: at the highest dose activation, usual class: activators | 0.02% of 420,000 active | AID 602332, 2012; note: potency is the fitted concentration of half-maximal effect; series mostly up to about 76 µM; % of control where 0% means no effect; nearly all actives have a fitted effect of over 35% in size
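ERSR induction read as luciferase luminescence (Bright-Glo, 10 min at room temperature) in stably transfected human U87-MG glioma cells exposed to compounds for 16 h, using GRP78 as sensor.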
* marks the source's active call; other numbers are inactive results; ? = inconclusive; · = not tested or not shown; & = joins results of further samples. Unless noted, calls come from the whole dose curve; as a rule, active = well fitted curve in the direction sought with a large enough effect; inconclusive = small, poorly fitted or top-dose-only effect, or another doubt; inactive = no such curve, though single readings can be large; an effect the other way counts as inactive or inconclusive. This is a subset, so the mix of outcomes need not match the whole.

SMILES	RXFP1 agonist	D1 ag	D1 antag	Vif-A3F inh	RXFP1 antagonist	Vif-APOBEC3G blk	D1 PAM	D2 PAM	GRP78 ERSR act
Cc1ccc(S(=O)(=O)N2Cc3ccccc3CC2C(=O)Nc2cc(C)on2)cc1 (stereo not given)	-0.6%	2	12	-5%	-12	2%	0	-8	-1%
CC(Sc1ncnc2sc(-c3ccccc3)cc12)C(=O)N1CCNC1=O (stereo not given)	4.9%	13	-41*	-10%	2	-12%	-1	16	-8%
O=C(Cc1ccccc1)Nc1ccc(N2CCOCC2)cc1	1.6%	2	5	3%	-2	-7%	-4	-2	6%
CC(C)OC(=O)[C@H]1[C@H](c2ccc(Cl)cc2)[C@@](C#N)(C(N)=O)[C@@H]2C=CC(C(N)=O)=CN21	-1.3%	-1	6	3%	-8	-1%	-3	·	-2%
O=C(COc1ccc(/C=C2/NC(=O)NC2=O)cc1)Nc1ccc(F)cc1	-0.3%	5	-9	2%	-9	-3%	-4	8	3%
CCOc1ccc(S(=O)(=O)NCc2cccs2)cc1C(C)C	-0.3%	4	-12	?	4	0%	-1	-3	-1%
COc1cc(CNS(=O)(=O)CCl)cc(OC)c1OC	-0.2%	-1	-16	0%	·	-6%&2%	-6	-5	4%&-1%
Nc1nnn(Cc2ccccc2)n1	1.4%	0	12	1%	-21	1%	-4	-1	-2%
CN1CCc2c(sc3c2c(=O)n(-c2cccc(Cl)c2)c2nncn32)C1	·	·	·	-13%	-4	1%	·	·	-3%
O=C(Nc1ccccc1-c1nc2ccccc2[nH]1)c1sc2ccccc2c1Cl	2.7%	2	4	·	·	·	-3	-6	·
Cn1cccc1CNC1CCCC1	3.2%	4	-2	6%	-12	1%	-7	3	-1%
Cc1[nH]c(C(=O)O)c(C)c1C(=O)OC(C)C	-0.2%	0	-53*	-6%	0	2%	-6	-7	-4%
COc1ccc2c(c1)cc1n2CCN=C1NCCO	2.9%	1	4	-3%	35	0%	2	7	-5%
OCCSc1c(F)c(SCCO)c(SCCO)c(F)c1SCCO	2.3%	3	-10	-10%	-4	3%	-4	-5	-3%
Cc1cccc(C)c1NC(=O)C1(NC(=O)c2cnccn2)CCCCC1	2.0%	1	10	-18%	·	0%	1	-5	-3%
Cn1c(-c2c(N)n(C3CCCC3)c3nc4ccccc4nc23)nc2ccccc21	15%	53*	-16	?	-11	-15%	-5	-7	-7%
N#CCSCC(=O)Nc1ccc(F)cc1	1.2%	1	7	0%	1	1%	-1	-4	-4%
CN(Cc1ccccc1)C(=O)CN1C(=O)NC2(CCCCCCC2)C1=O	0.8%	11	0	0%	0	-4%	-4	14	-4%
CCCOc1ccccc1C1NC(=O)NC(C)=C1C(=O)OCCOCC (stereo not given)	0.8%	2	-4	-4%	-13	-2%	-3	-6	-5%
Cc1ccc(-c2nc(S(=O)(=O)c3ccc(C)cc3)c(N3CCCCCC3)o2)cc1	1.4%	-1	1	·	2	·	0	-15	·
Clc1ccccc1-c1nnc2n1CCCCC2	-2.5%	2	-5	-7%	4	1%	-3	9	-3%
COc1cccc(/C(=N/O)C2CC2c2ccc(Cl)cc2)c1 (stereo not given)	-1.3%	7	-9	-6%	-15	-6%	1	8	-4%
Cc1ccc(NC(=S)NNS(=O)(=O)c2ccc3ccccc3c2)cc1Cl	-0.4%	2	-8	-1%	5	-4%	-3	-16	-2%
CCOc1ccc(NC(=O)c2ccccc2C(=O)c2ccccc2)cc1OCC	0.8%	1	-5	0%	0	-5%	-3	2	-6%
Cc1c(-n2c(-c3ccccc3)nc3ccccc3c2=O)c(=O)n(-c2ccccc2)n1C	16%	2	14	6%	7	0%	-1	-1	0%
COCc1[nH]nc2c1C(c1cccc(OC)c1)C(C#N)=C(N)O2 (stereo not given)	-1.4%	1	-1	3%	-15	-1%	-3	-6	3%
O=C(c1ccccc1)c1cccc(C(=O)c2ccccc2)c1	-0.6%	5	-20	1%	-26	-2%	-1	3	7%
COCCCn1c(SCC(=O)Nc2oc(C)c3c(C)n[nH]c(=O)c23)nc2sc3c(c2c1=O)CCC3	1.8%	-1	14	-28%	-11	-2%	-3	-3	-4%
COc1ccc(-c2c3c(nc4sc(C(=O)Nc5ccccc5F)c(N)c24)CC(C)(C)CC3=O)cc1	?	17	-18	·	-9	·	1	12	·
COc1ccc(CCNC(=O)c2ccc(C)s2)cc1OC	-1.5%	2	3	16%	-7	0%	-4	9	-1%
O=C(COc1ccc(F)cc1Cl)Nc1cccc(S(=O)(=O)N2CCCC2)c1	4.3%	3	-24	-6%	14	2%	-6	-7	-1%
O=C(CCc1nc2ccccc2[nH]1)Nc1ccc2c(c1)OCCO2	-1.4%	-3	-5	1%	-13	-8%	6	·	-4%
CC(C)OC(=O)c1sc2nc3c(cc2c1N)C(=O)CCC3	3.2%	1	11	·	-2	0%	8	11	1%
CCCN1CCN(C(=O)CCS(=O)(=O)c2cc3c(cc2Cl)NC(=O)CO3)CC1	3.1%	2	49	-7%	1	0%	-9	-7	-4%
CC1=Nc2ccccc2N=C(NC(=O)CN2CCN(c3ccc(F)cc3)CC2)C1c1ccccc1 (stereo not given)	14%	3	-8	-17%	7	2%	-3	5	-2%
COc1ccc(CC(=O)Nc2ccc3nc(Nc4cccc(Cl)c4)cc(C)c3c2)cc1OC	4.9%	1	-13	-8%	·	2%	-3	-4	-2%
CCOc1ccccc1NC(=O)C1C(c2ccccc2)C1(Cl)Cl (stereo not given)	·	·	·	2%	-7	-1%	·	·	-2%
CC1CCCN(S(=O)(=O)c2cccc(C(=O)NCC3CCCO3)c2)C1 (stereo not given)	·	·	·	10%	-4	-5%	·	·	-4%
Cc1ccc(CN2CCCn3nc(C(=O)NCc4ccc(OC(C)C)cc4)cc3C2=O)cc1	2.0%	2	5	6%	-4	6%	0	-2	-2%
Cc1ccc2c(=O)c(C(=O)c3ccc(F)cc3)cn(CC(=O)NCc3ccccc3)c2n1	?	0	-16	?	-8	-5%	3	2	-3%
O=c1[nH]c2c(oc3ccccc32)c(=O)n1Cc1ccccc1	8.4%	1	2	3%	-2	-9%	-4	-2	2%
CCn1c(=O)c(C(=O)CN2CCOCC2)c(N)n(Cc2ccccc2)c1=O	-0.3%	3	2	-2%	5	-1%	-4	3	-2%
CC1(C)Cc2c(C#N)c(N3CCN(C(=O)c4ccccc4)CC3)nc(Cc3ccccc3)c2CO1	0.7%	3	·	-1%	-11	-2%	1	9	-3%
CC1=C(C(N)=O)C(c2ccccc2)n2nc(-c3cccc(C)c3)nc2N1 (stereo not given)	0.1%	1	5	-4%	-11	-4%	-3	-1	-4%
CC(C)CC(=O)Nc1ccc(C(=O)CN2CCN(c3ccc(O)cc3)CC2)cc1	0.6%	8	4	-6%	-29	2%	4	31*	-2%

Molecules above containing a cyano group:
SMILES	RXFP1 agonist	D1 ag	D1 antag	Vif-A3F inh	RXFP1 antagonist	Vif-APOBEC3G blk	D1 PAM	D2 PAM	GRP78 ERSR act
CC(C)OC(=O)[C@H]1[C@H](c2ccc(Cl)cc2)[C@@](C#N)(C(N)=O)[C@@H]2C=CC(C(N)=O)=CN21	-1.3%	-1	6	3%	-8	-1%	-3	·	-2%
N#CCSCC(=O)Nc1ccc(F)cc1	1.2%	1	7	0%	1	1%	-1	-4	-4%
COCc1[nH]nc2c1C(c1cccc(OC)c1)C(C#N)=C(N)O2 (stereo not given)	-1.4%	1	-1	3%	-15	-1%	-3	-6	3%
CC1(C)Cc2c(C#N)c(N3CCN(C(=O)c4ccccc4)CC3)nc(Cc3ccccc3)c2CO1	0.7%	3	·	-1%	-11	-2%	1	9	-3%

Arranged by value in Vif-APOBEC3G blk (descending): seven from the list above
| canonical_smiles | RXFP1 agonist | D1 ag | D1 antag | RXFP1 antagonist | Vif-APOBEC3G blk | D1 PAM | D2 PAM | GRP78 ERSR act |
| --- | --- | --- | --- | --- | --- | --- | --- | --- |
| Clc1ccccc1-c1nnc2n1CCCCC2 | -2.5% | 2 | -5 | 4 | 1% | -3 | 9 | -3% |
| COc1ccc2c(c1)cc1n2CCN=C1NCCO | 2.9% | 1 | 4 | 35 | 0% | 2 | 7 | -5% |
| CCn1c(=O)c(C(=O)CN2CCOCC2)c(N)n(Cc2ccccc2)c1=O | -0.3% | 3 | 2 | 5 | -1% | -4 | 3 | -2% |
| COCCCn1c(SCC(=O)Nc2oc(C)c3c(C)n[nH]c(=O)c23)nc2sc3c(c2c1=O)CCC3 | 1.8% | -1 | 14 | -11 | -2% | -3 | -3 | -4% |
| Cc1ccc(NC(=S)NNS(=O)(=O)c2ccc3ccccc3c2)cc1Cl | -0.4% | 2 | -8 | 5 | -4% | -3 | -16 | -2% |
| CCOc1ccc(NC(=O)c2ccccc2C(=O)c2ccccc2)cc1OCC | 0.8% | 1 | -5 | 0 | -5% | -3 | 2 | -6% |
| O=c1[nH]c2c(oc3ccccc32)c(=O)n1Cc1ccccc1 | 8.4% | 1 | 2 | -2 | -9% | -4 | -2 | 2% |

More entries follow:
SMILES	RXFP1 agonist	D1 ag	D1 antag	Vif-A3F inh	RXFP1 antagonist	Vif-APOBEC3G blk	D1 PAM	D2 PAM	GRP78 ERSR act
CCC(C(=O)N1CCOCC1)n1c(C(=O)OC)cc2occc21 (stereo not given)	0.9%	0	6	-1%	-5	1%	-1	-5	2%
Cn1ccc(NS(=O)(=O)c2cc(Br)ccc2Br)n1	2.8%	4	19	3%	3	-1%	8	18	1%
COC(=O)c1cccc(C23CC4(C2)[C@H](CN(CC2CCCCC2)[C@@H]4c2ccccc2)C3c2ccccc2)c1 (stereo not given in full)	4.5%	1	17	0%	·	-2%	0	-4	-1%
Cc1cc(NCCO)nc(N2CCOCC2)n1	0.2%	3	-18	-18%	-8	1%	2	-3	-3%
O=C(Cc1ccccc1)NNC(=O)c1ccc(Br)o1	-0.9%	1	4	-9%	1	1%	5	9	-3%
